# Screening data as filed in PubChem BioAssay.
# ABCG2 inh: human ABCG2 inhibition, ABCB1 as counter-screen | IgMXP3 cells, JC-1 efflux, flow cytometry | inhibition, % at 6.6 µM | AID 1325 | Q9UNQ0 | 190,000 tested, 0.1% active;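 active = inhibition above 80%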;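 note: 0% = DMSO and 100% = nicardipine control wells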
# Target sequence (Q9UNQ0 whole entry, looked up): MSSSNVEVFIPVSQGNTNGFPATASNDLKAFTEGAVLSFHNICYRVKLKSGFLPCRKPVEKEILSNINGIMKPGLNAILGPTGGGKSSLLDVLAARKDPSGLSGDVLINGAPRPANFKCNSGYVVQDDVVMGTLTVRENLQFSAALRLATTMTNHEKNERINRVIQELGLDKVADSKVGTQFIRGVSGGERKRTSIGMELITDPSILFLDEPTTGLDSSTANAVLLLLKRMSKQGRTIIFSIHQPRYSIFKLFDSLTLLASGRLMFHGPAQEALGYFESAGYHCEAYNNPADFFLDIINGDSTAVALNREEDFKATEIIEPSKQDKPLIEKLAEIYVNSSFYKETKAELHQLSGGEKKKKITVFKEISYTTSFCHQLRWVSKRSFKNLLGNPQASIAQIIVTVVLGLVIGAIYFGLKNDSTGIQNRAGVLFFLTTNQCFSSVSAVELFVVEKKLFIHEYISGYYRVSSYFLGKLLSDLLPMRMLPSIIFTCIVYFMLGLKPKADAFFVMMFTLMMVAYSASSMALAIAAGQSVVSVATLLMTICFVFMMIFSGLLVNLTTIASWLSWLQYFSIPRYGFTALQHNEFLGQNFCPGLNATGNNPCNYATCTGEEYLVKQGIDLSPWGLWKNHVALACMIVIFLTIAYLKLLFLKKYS
#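 System: two drug-resistant human cell lines, ABCG2 and ABCB1; controls: nicardipine high and DMSO low controls; times: 10 min exposure at 25 °C with rotation, no wash; detection: flow cytometry of retained JC-1 fluorescence; read-out basis: percent efflux inhibition, scaled nicardipine 100% to DMSO 0%; doses: one concentration, 6.6 µM final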
# Cdc42 wt GTP: changes GTP binding to wildtype human Cdc42. 190,000 tested, 0.2% active. P60953. percent activity (GTP binding), % at 10 µM. GST-Cdc42 beads, Bodipy-GTP binding, flow cytometry; actives lie on both sides. AID 761;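 active = percent activity GTP binding at least 20 points away from the 100% baseline, either down as inhibitor or up as activator; inconclusive = compound flagged as likely green fluorescent from well-wide comparison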;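 note: median bead fluorescence of bound Bodipy-FL-GTP at 100 nM; 0% = excess unlabeled GTP control and 100% = no compound control; below 100% means less GTP binding so inhibitor and above means activator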
# Target sequence (P60953 whole entry, looked up): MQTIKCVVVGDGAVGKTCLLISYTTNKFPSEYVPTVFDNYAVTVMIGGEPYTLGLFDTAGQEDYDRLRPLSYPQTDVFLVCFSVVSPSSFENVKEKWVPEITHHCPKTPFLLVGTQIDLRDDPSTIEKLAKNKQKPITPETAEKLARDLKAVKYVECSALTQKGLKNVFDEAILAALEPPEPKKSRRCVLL
# GSH fluor: compound fluoresces at 488/530 nm on GSH beads; GSH beads flow cytometry, compound fluorescence 488/530 nm; stronger effect = higher value; fluorescence (KMESF) at 10 µM; 190,000 tested, 0.25% active; AID 1776; in the data active = fluorescence above about 89;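 note: glutathione beads carrying GST-tagged Bcl family fusion proteins plus one bare bead set; values are compound well signal with DMSO vehicle wells as background; inactives centre near 16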
# ABCB1 block: human ABCB1 inhibition, ABCG2 as counter-screen; P08183; CCRF-Adr cells, JC-1 efflux, flow cytometry; 190,000 tested, 0.067% active; inhibition, % at 6.6 µM; AID 1326; in the data active = inhibition above about 40%;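 note: 0% = vehicle and 100% = reference inhibitor; higher value means more JC-1 retained so stronger ABCB1 efflux block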
# Rab7 wt GTP bind: alters GTP binding to wildtype dog Rab7; AID 758; GTP binding activity (percent of control), % at 10 µM; 190,000 tested, 0.055% active; GST-Rab7 beads, fluorescent GTP binding, flow cytometry; actives lie on both sides; untreated = 100%, excess cold GTP = 0%;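 active = fluorescent GTP binding to Rab7 beads changed by at least 20 points from the 100% baseline, either direction, mostly lower; inconclusive = compound itself probably fluorescent, or too few beads counted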;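 note: median green fluorescence of bound Bodipy-FL-GTP per Rab7 bead population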
# Rac1 wt GTP bind: human Rac1 wildtype GTP binding, inhibitors and activators. 190,000 tested, 0.27% active. GST-Rac1 beads, fluorescent GTP binding, flow cytometry; actives lie on both sides; 0 = cold GTP competed, 100 = untreated. P63000. AID 757. GTP binding activity (% of control), % at 10 µM;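 active = GTP binding activity at least 20 points away from the 100% control level, either lower or higher; inconclusive = compound flagged as likely green fluorescent, judged across all proteins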
# Rab2 wt GTP: changes GTP binding to wildtype dog Rab2A, up or down | GTP binding activity, % at 10 µM | GST-Rab2 wt beads, Bodipy-GTP binding, flow cytometry | 190,000 tested, 0.19% active;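 active = GTP binding activity at least 20 points away from 100%, either lowered or raised; inconclusive = signal likely due to the compound's own green fluorescence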;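 note: 0% = beads with excess unlabeled GTP and 100% = no-compound control corrected for plate trend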
# Pf gametocyte: inhibitors of late stage P. falciparum gametocyte viability; P. falciparum stage V gametocytes, ATP luminescence, 24 h; inhibition, % at 10.9 µM; 150,000 tested, 0.065% active; AID 743093;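 active = inhibition above the mean plus 3 SD of compounds within the control limits, set per campaign, cut at about 38% in these data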;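 note: 0% = DMSO wells and 100% = medium only without gametocytes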
# Rac1 act GTP bind: alters GTP binding to activated mutant human Rac1 | AID 764 | percent activity (GTP binding), % at 10 µM | GST-Rac1 activated beads, fluorescent GTP binding, flow cytometry; actives lie on both sides; 100% means binding = to untreated wells | 190,000 tested, 0.11% active;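 active = GTP binding at least 20 percentage points away from the 100% baseline, in either direction, so actives lie on both sides; inconclusive = Compound likely fluorescent itself, or too few beads counted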
# Avidin fluor: compound fluoresces at 488/530 nm on avidin beads; compound fluorescence 488/530 nm, flow cytometry; stronger effect = higher value; 220,000 tested, 0.38% active; fluorescence (KMESF) at 10 µM; in the data active = fluorescence above about 47; note: inactives centre near 10
# HRas wt GTP bind: modulators of GTP binding to human HRas wildtype. P01112. GST-Ras wt beads, Bodipy-FL-GTP binding, flow cytometry; actives lie on both sides. GTP binding activity, % at 10 µM. 190,000 tested, 0.14% active;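 active = GTP binding activity at least 20% away from the 100% baseline, either lowered as inhibitor or raised as activator; inconclusive = flagged as likely green fluorescent, judged across all proteins in the well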;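 note: 0% = unlabeled GTP competition control and 100% = no-compound control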
# Target sequence (P01112 whole entry, looked up): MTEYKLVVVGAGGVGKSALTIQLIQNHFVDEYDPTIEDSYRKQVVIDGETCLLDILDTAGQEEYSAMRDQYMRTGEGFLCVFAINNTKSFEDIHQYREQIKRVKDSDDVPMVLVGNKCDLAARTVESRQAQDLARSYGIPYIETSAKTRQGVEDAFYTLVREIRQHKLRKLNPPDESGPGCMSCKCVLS
# Numbers without * were called inactive; ? = inconclusive; . = no result given.
# Under each structure: ABCG2 inh, Cdc42 wt GTP, GSH fluor, ABCB1 block, Rab7 wt GTP bind, Rac1 wt GTP bind, Rab2 wt GTP, Pf gametocyte, Rac1 act GTP bind, Avidin fluor, HRas wt GTP bind
- Cc1ccc(C(=O)OCC(=O)Nc2ccc3c(c2)OCO3)cc1S(=O)(=O)N1CCOCC1
  7, 98, 15, 1.5, 98, 96, 98, ., 96, 31, 100
- c1ccc2c(c1)CCN(CCCNc1nc3ccccc3n3cnnc13)C2
  2, 99, 23, 0.4, 101, 101, 102, ., 96, 7, 102
- O=C(O)c1cccc(NS(=O)(=O)c2cccc3nsnc23)c1
  0, 106, 13, 0.0, 100, 108, 102, ., 104, 7, 103
- O=C(CSc1nnc(-c2ccc(F)cc2)o1)NC1CCCCC1
  11, ?, 14, 1.1, ?, ?, ?, 43*, ?, 13, ?
- O=C(CN1C(=O)COc2ccc(S(=O)(=O)N3CCCC3)cc21)NC1CCCCCCC1
  1, 101, 11, 0.6, 98, 102, 97, ., 99, 5, 98
- Cc1ccc(C(C)C)c(OCC(=O)OCc2c(C)noc2C)c1
  1, 106, 14, 0.4, 103, 109, 107, ., 103, 9, 103
- Nc1c(C(=O)NC2CCCC2)sc2nc(-c3cccs3)ccc12
  0, 98, 49, -0.3, 103, 102, 99, ., 99, 33, 101
- Clc1cccc(Nc2ncnc3ccc(Br)cc23)c1
  21, 97, 10, 2.2, 102, 97, 98, ., 94, 21, 101
- COc1cc2c(cc1N/C=C(\C#N)c1nc(-c3ccccc3)cs1)oc1ccccc12
  -3, 97, 11, -0.3, 111, 101, 101, -14, 93, 8, 102
- O=C(CC1CCCCC1)NCCOc1ccccc1
  -2, 95, 6, -0.3, 98, 99, 97, -19, 97, 2, 97
- CCN(CC)S(=O)(=O)c1ccc(C(=O)Nc2nnc(COC)o2)cc1
  13, 97, 23, 0.0, 98, 98, 98, -9, 98, 5, 98
- CCN(CC)c1ccc(NC(=S)NC(=O)Cc2ccccc2)cc1
  5, 105, 10, 0.9, 103, 101, 100, 3, 101, 12, 101
- COc1ccc(-c2nn3c(-c4ccccc4)nnc3s2)cc1
  15, 99, 36, -0.2, 101, 101, 99, 20, 95, 14, 100
- O=C(NC(=S)N1CCOCC1)c1cc2ccccc2o1
  4, 100, 11, 0.8, 96, 100, 96, 1, 98, 11, 98
- c1ccc(-n2ncc3c(NCc4cccnc4)ncnc32)cc1
  7, 99, 29, 0.4, 99, 100, 99, ., 97, 9, 100

# The list goes on.
# Under each structure: ABCG2 inh, Cdc42 wt GTP, GSH fluor, ABCB1 block, Rab7 wt GTP bind, Rac1 wt GTP bind, Rab2 wt GTP, Pf gametocyte, Rac1 act GTP bind, Avidin fluor, HRas wt GTP bind
- Cc1ccnc(NS(=O)(=O)c2ccc(N3C(=O)c4c(Cl)c(Cl)c(Cl)c(Cl)c4C3=O)cc2)n1
  -6, 93, 10, -0.9, 92, 91, 90, ., 89, 7, 90
- CC(=O)Nc1cc(C(=O)OCC(=O)c2ccc(Cl)cc2Cl)ccc1C
  5, 97, 7, 0.7, 98, 96, 97, -8, 99, 13, 97
- O=C(NCCc1ccccc1)C(=O)c1c(-c2ccccc2)[nH]c2ccccc12
  3, 101, 18, 0.7, 96, 101, 97, ., 98, ., 101
- O=S(=O)(Cc1ccccc1Cl)NCCc1ccccc1
  1, 98, 15, 0.0, 98, 101, 97, ., 98, 9, 97
- COCCCN(Cc1ccccn1)S(=O)(=O)Cc1ccccc1
  -3, 101, 27, 0.1, 99, 103, 97, ., 95, 37, 99
- O=C(O)c1ccc(CSc2nnc(COc3ccccc3)o2)cc1
  9, 92, 9, 1.6, 101, 95, 97, 28, 92, 5, 94
- O=C1NC(c2ccccc2)=C(c2ccc3ccccc3n2)C(c2ccncc2)N1 (stereo not drawn)
  5, 94, 34, 1.3, 95, 100, 96, ., 97, 13, 96
- COc1cnc(N(C)C)nc1Sc1cccc(Cl)c1
  3, 102, 23, 0.4, 102, 103, 104, ., 102, 10, 105
- Cc1cc(NCc2ccccn2)n2c(nc3ccccc32)c1C#N
  -3, 72*, 10, 4.5, 78*, 66*, 70*, -28, 84, 9, 75*
- Cc1nnc(SCC(=O)NC(C)(C)C)n1CCc1ccccc1
  -1, 97, 16, 0.0, 90, 99, 99, -31, 93, 4, 95
- Nc1ccc2c(c1)OC1(CCCC1)O2
  -2, 95, 15, -0.6, 94, 100, 97, -7, 94, 10, 98
- CC(=O)C1C(c2ccc(F)cc2)C2C(C)=NN=C2CC1(C)O (stereo not drawn)
  0, 102, 9, 0.1, 101, 102, 100, 2, 101, 6, 101
- COc1ccc(NC(=O)CCN2CCN(S(=O)(=O)c3ccc(OC)cc3)CC2)cc1
  24, 97, 11, 1.8, 96, 100, 95, -7, 94, 10, 96
- COC(=O)C(Cc1cnc(Cl)s1)(C(=O)OC)c1ccc([N+](=O)[O-])cc1[N+](=O)[O-]
  3, 99, 272*, 1.3, 102, 98, 99, -15, 96, 7, 101
- COc1ccccc1N(CC(=O)N/N=C/c1ccc(SC)cc1)S(C)(=O)=O
  17, 108, 10, 0.9, 97, 112, 96, 9, 103, 4, 99

# The list goes on:
Compound	ABCG2 inh	Cdc42 wt GTP	GSH fluor	ABCB1 block	Rab7 wt GTP bind	Rac1 wt GTP bind	Rab2 wt GTP	Pf gametocyte	Rac1 act GTP bind	Avidin fluor	HRas wt GTP bind
O=C(CN1C(=O)NC2(CCCCC2)C1=O)Nc1ccc(S(=O)(=O)N2CCOCC2)cc1	0	104	11	0.0	105	109	103	.	101	7	103
CN(C)c1nc(OCCOC(=O)Nc2ccc(Cl)cc2Cl)nc(N(C)C)n1	10	96	53	1.8	96	97	95	.	93	9	98
CCCCNC(=O)C1CC(c2ccccc2[N+](=O)[O-])=NO1 (stereo not drawn)	1	105	13	0.5	103	104	101	.	99	37	106
N#CC(=C=[N-])C1=C(C#N)C(c2ccccc2F)C([n+]2ccccc2)C(O)(C2CC2)N1 (stereo not drawn)	2	98	10	0.1	102	105	99	.	101	7	102
O=C(NCC(=O)N1CCN(S(=O)(=O)c2cccs2)CC1)c1ccc(Cl)cc1	3	95	14	-0.2	95	95	97	25	91	10	97
COC(=O)CNC(=O)C1CCCN1C(=O)OC(C)(C)C (stereo not drawn)	-1	99	11	0.1	99	102	98	-7	99	8	100
Cc1cccn2cc(-c3ccccc3)nc12	2	105	9	0.3	103	101	103	-2	101	39	103
Cc1ccc(N2C(=O)C3C4CC(=O)C(c5ccccc54)C3C2=O)cc1C (stereo not drawn)	17	95	13	0.9	99	98	93	0	97	5	94
Cc1ccc(C)n1-c1ccc(-c2nnc3n2CCCCC3)s1	11	96	17	1.9	92	103	93	.	95	4	96
COC(=O)c1cc(C(=O)CSc2nc(C)cc(C)n2)ccc1O	43	105	26	1.3	100	106	103	.	101	11	101
N#C/C(=C\c1c(N2CCCCC2)nc2ccccn2c1=O)C(=O)NC1CCS(=O)(=O)C1 (stereo not drawn)	2	101	4	0.6	97	102	98	2	98	17	101
O=C(NCCNCc1cccs1)c1ccccc1F	2	94	14	0.8	105	99	98	.	94	12	97

# 3 of these compounds, reformatted.
SMILES: Clc1cccc(Nc2ncnc3ccc(Br)cc23)c1
- ABCG2 inh = 21
- Cdc42 wt GTP = 97
- GSH fluor = 10
- ABCB1 block = 2.2
- Rab7 wt GTP bind = 102
- Rac1 wt GTP bind = 97
- Rab2 wt GTP = 98
- Pf gametocyte = .
- Rac1 act GTP bind = 94
- Avidin fluor = 21
- HRas wt GTP bind = 101
SMILES: COc1cc2c(cc1N/C=C(\C#N)c1nc(-c3ccccc3)cs1)oc1ccccc12
- ABCG2 inh = -3
- Cdc42 wt GTP = 97
- GSH fluor = 11
- ABCB1 block = -0.3
- Rab7 wt GTP bind = 111
- Rac1 wt GTP bind = 101
- Rab2 wt GTP = 101
- Pf gametocyte = -14
- Rac1 act GTP bind = 93
- Avidin fluor = 8
- HRas wt GTP bind = 102
SMILES: O=C(CC1CCCCC1)NCCOc1ccccc1
- ABCG2 inh = -2
- Cdc42 wt GTP = 95
- GSH fluor = 6
- ABCB1 block = -0.3
- Rab7 wt GTP bind = 98
- Rac1 wt GTP bind = 99
- Rab2 wt GTP = 97
- Pf gametocyte = -19
- Rac1 act GTP bind = 97
- Avidin fluor = 2
- HRas wt GTP bind = 97

# Going on with the list.
Compound	ABCG2 inh	Cdc42 wt GTP	GSH fluor	ABCB1 block	Rab7 wt GTP bind	Rac1 wt GTP bind	Rab2 wt GTP	Pf gametocyte	Rac1 act GTP bind	Avidin fluor	HRas wt GTP bind
CCCCCCCCCCCCCCCC[n+]1cccc(C(=O)N(CC)CC)c1	1	100	8	0.7	98	104	96	.	97	16	97
Cc1ccc(-n2ncc3c(N4CCC(C(N)=O)CC4)ncnc32)c(C)c1	6	102	17	0.9	100	102	101	-9	100	22	102
O=C(Nc1ccc(Cl)cc1)c1ccncc1	8	94	16	0.3	95	92	93	.	92	27	96
COC(=O)CNS(=O)(=O)c1ccc(C)cc1	2	110	11	0.4	103	108	103	-8	100	27	103
Cc1ccc2sc(N(CCCN(C)C)C(=O)c3ccc(S(=O)(=O)N(C)C)cc3)nc2c1C	2	99	22	1.9	96	103	97	0	97	9	97
CSCC[C@H](NC(=O)C(C)(C)Oc1ccc(Cl)cc1)c1nc2ccccc2[nH]1	5	102	17	3.6	100	105	101	-10	102	10	103
Cc1cc2c(c(=O)o1)C(C1C=CCCC1)C(C#N)=C(N)O2 (stereo not drawn)	3	105	24	-0.1	99	108	101	.	100	35	100
OC(Cn1cccn1)c1ccccc1 (stereo not drawn)	23	101	23	1.4	98	102	100	-9	100	30	100
S=C(NC1CCCCC1)N1CCN(C2CCCCC2)CC1	3	97	8	-0.4	90	95	95	16	96	10	96
Cc1ccc(S(=O)(=O)NCC2CCC(C(=O)NCc3cccnc3)CC2)cc1 (stereo not drawn)	0	98	11	-0.2	95	102	99	.	98	7	101
CCOCN(C(=O)Cn1c(CO)nc2ccccc21)c1c(C)cccc1CC	0	103	30	2.9	98	104	102	-3	100	15	99
O=C(NC1(C(=O)NC2CCCCC2)CCCCC1)c1ccc2c(c1)OCO2	0	102	19	0.0	100	104	100	.	101	.	101
O=S(=O)(Nc1ncccn1)c1ccc(-n2cnnn2)cc1	0	96	22	-0.2	99	95	97	6	93	5	95
Cc1nn(-c2ccccc2)c(Cl)c1/C=N/NC(=O)c1cccnc1	5	100	9	-1.3	100	102	101	.	102	4	102
CCOC(=O)c1c(C)cc(=O)oc1C	0	102	41	0.1	103	107	102	.	100	3	103
